# Screening results: PubChem, several laboratories
# CRFBP-R2 agonist: agonists of human CRF-binding protein/CRF-R2 receptor complex; HEK293 CRF-R2/CRF-BP, calcium dye fluorescence (FLIPR); percent of saturating CRF peptide response; activation, % at 13.2 µM; hit rate 0.46% among 350,000; AID 588473;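 active = activation of at least 50%, plus an integration ratio under a set limit after plate pattern correction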;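 note: plate controls were neutral control wells without compound for no effect and CRF at EC100 for full effect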
# CRFR2-BP antag: antagonists of CRF-binding protein/CRF-R2 receptor complex; HEK293 CRF-R2/CRF-BP, CRF-induced calcium fluorescence; inhibition, % at 11.8 µM; hit rate 0.59% among 350,000; AID 588475;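 active = inhibition of the ligand-induced calcium signal above about 50% at the single tested concentration, limit read from the data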
# MEKK2wt PB1 HTS: raises or lowers MEK5 binding to wildtype human MEKK2 PB1 domain | binding response (% of control), % at 10 µM | bead flow cytometry, Alexa488-MEK5 binding to MEKK2 WT; actives lie on both sides | AID 1531 | Q9Y2U5 | hit rate 1.1% among 290,000; in the data active = binding response below about 67% or above about 130%
# FID counter: fluorescent intercalator displacement, NS3 helicase counter-screen. DNA fluorescent intercalator displacement, fluorescence. inhibition, % at 7.9 µM. hit rate 0.17% among 290,000; in the data active = inhibition above about 37%;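 note: 0% = vehicle and 100% = reference compound; higher means more ethidium bromide displaced from hairpin DNA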
# MEKK3 PB1 HTS: raises or lowers MEK5 binding to the human MEKK3 PB1 domain. Q99759. bead-based flow cytometry, Alexa488-MEK5 binding to MEKK3; actives lie on both sides; 0 = blocked by unlabeled MEK5, 100 = vehicle. AID 1529. hit rate 1.4% among 290,000. binding response (% of control), % at 10 µM;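 active = binding response more than 3 SD above or below the average of its plate-row segment, actives on both sides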;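 note: Alexa488 bead fluorescence after subtracting the streptavidin-only scavenger bead signal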
# Target sequence (Q99759 whole entry, looked up, the tested form may be a part): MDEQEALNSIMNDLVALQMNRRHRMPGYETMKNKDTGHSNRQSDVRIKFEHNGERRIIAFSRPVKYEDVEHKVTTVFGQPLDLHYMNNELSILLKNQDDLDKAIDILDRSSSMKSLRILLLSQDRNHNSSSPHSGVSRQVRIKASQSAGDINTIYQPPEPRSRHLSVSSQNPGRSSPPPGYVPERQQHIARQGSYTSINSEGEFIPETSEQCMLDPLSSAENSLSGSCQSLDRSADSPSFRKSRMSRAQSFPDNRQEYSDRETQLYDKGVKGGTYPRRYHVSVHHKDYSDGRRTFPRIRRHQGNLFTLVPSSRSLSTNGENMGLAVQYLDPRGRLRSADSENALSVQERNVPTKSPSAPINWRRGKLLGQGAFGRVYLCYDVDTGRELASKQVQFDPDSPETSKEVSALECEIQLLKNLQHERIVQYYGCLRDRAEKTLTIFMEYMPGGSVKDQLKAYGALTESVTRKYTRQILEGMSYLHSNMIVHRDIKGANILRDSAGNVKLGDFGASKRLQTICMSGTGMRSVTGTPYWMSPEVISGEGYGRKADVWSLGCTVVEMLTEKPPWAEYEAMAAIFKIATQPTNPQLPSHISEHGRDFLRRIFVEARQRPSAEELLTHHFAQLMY
# HCV NS3 hel inh: HCV NS3 helicase inhibition; inhibition, % at 10.9 µM; NS3 helicase DNA unwinding, Cy5 molecular beacon fluorescence; hit rate 0.56% among 290,000;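 active = inhibition above the mean of all tested compounds plus 3 SD, set per campaign, cut at about 35% in these data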;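 note: 0% = DMSO wells and 100% = thioflavine S control wells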
#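 Compound dosing – single dose, 10.9 µM nominal final, DMSO 0.8% final · System – NS3 helicase fragment of HCV · Buffer or medium – MOPS pH 6.5, MgCl2, DTT, Tween20, BSA · Signal – Cy5 beacon fluorescence read at start and 1 h · Also added – annealed dual-labelled DNA beacon duplex, ATP-started · Schedule – 1 h at 25 °C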
# SUMO HTRF inh: blocks human SUMOylation mediated by UBC9; inhibition, % at 35 µM; AID 2006; hit rate 0.36% among 290,000; HTRF SUMOylation assay, SAE1/SAE2 + UBC9, in vitro; in the data active = inhibition above about 50%, passing the limit was not always enough; note: strong numbers were not always called active
# Target sequence (P63279 whole entry, looked up): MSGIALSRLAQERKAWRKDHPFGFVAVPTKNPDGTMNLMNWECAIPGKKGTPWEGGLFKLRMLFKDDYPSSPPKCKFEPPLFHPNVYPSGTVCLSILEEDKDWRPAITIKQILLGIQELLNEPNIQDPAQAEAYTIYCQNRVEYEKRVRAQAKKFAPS
# GalR3 antag: antagonists of human GalR3. O60755. HEK293 GalR3-CNG cAMP membrane potential fluorescence; galR3 body fused to GalR1 C-terminus. inhibition, % at 3 µM. hit rate 0.44% among 360,000. AID 651719;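 active = inhibition above the screen-wide average plus 3 SD, cut at about 13% in these data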;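 note: forskolin and galanin both at EC90 stimulate the cells; cAMP rise reported by CNG channel membrane potential dye signal; 0% = forskolin plus galanin with DMSO and 100% = forskolin alone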
# Target sequence (O60755 1-299 limits assumed): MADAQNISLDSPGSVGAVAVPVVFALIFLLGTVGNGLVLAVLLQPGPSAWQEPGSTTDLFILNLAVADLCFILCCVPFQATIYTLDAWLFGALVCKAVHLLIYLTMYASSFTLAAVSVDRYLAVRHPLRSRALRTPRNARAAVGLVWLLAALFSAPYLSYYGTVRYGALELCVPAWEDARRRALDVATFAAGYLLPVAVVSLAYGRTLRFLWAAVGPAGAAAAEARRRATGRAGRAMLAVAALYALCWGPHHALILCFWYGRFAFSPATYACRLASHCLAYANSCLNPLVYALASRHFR
# MEKK2mut PB1 HTS: signal of MEK5 binding to mutant human MEKK2 PB1 domain; bead flow cytometry, Alexa488-MEK5 binding to MEKK2 mutant; percent response, % at 10 µM; hit rate 0.35% among 290,000; in the data active = percent response above about 24%, passing the limit was not always enough; note: inactives centre near 1; some results filed as inactive read as strong as hits
# * marks the source's active call; other numbers are inactive results; nt = no result given. Not all compounds are listed; rates above refer to the full screens.
SMILES,CRFBP-R2 agonist,CRFR2-BP antag,MEKK2wt PB1 HTS,FID counter,MEKK3 PB1 HTS,HCV NS3 hel inh,SUMO HTRF inh,GalR3 antag,MEKK2mut PB1 HTS
COc1ccc(NC(=S)N2CCN(S(=O)(=O)c3ccc(OC)cc3)CC2)cc1,0.6,9,100,-25,101,-3,4,-2,0
CCCCNC(=O)CNC(=S)N(Cc1ccccc1)Cc1cccnc1,1.1,-15,99,-19,120,9,11,-9,-1
Cc1ccc(S(=O)(=O)NC(C)(C)CSc2nnc(Nc3ccccc3)s2)cc1,-0.3,-10,92,-23,105,-5,-1,-3,-3
Cc1cc(C)c(C(=O)OCCNC(=O)c2cccnc2)cc1C,-0.8,5,104,-15,99,0,19,-7,3
CCc1ccc[n+](-c2nc3ccccc3nc2C(=C=[N-])C#N)c1,-2.1,-15,87,-5,91,1,30,1,-26
CC(NC(=O)Cn1cc2c(n1)CCCCC2)c1ccccc1 (centres undefined),-4.6,-13,102,-6,104,-2,4,-2,6
CC(C)(C)OC(=O)N1CCC[C@@H]1C(=O)N1CCC(C(=O)O)CC1,-2.1,21,nt,-19,nt,-13,-9,1,nt
COc1ccc(S(=O)(=O)Nc2ccc3oc(C)c(C(C)=O)c3c2)cc1,-4.1,-8,105,-17,122*,2,-10,-7,5
Cc1ccc(C)c(N2CCN(C(=O)CCc3nc4ccccc4[nH]3)CC2)c1,-5.3,16,107,-10,111,-6,-9,nt,16
O=C(O)CCC(CNS(=O)(=O)c1ccccc1)C(F)(F)F (centres undefined),2.0,-1,103,-2,109,3,8,8,-1
O=C(CSCC(=O)N1CCOCC1)Nc1nc(-c2ccc3c(c2)OCO3)cs1,2.2,-1,109,-24,110,1,-2,nt,12
Cc1ccc2nc(-c3ccc(SCC(=O)Nc4ccc5c(c4)OCCO5)nc3)[nH]c2c1,-2.5,11,106,-9,106,-35,-8,-12,2
COc1ccc(C)cc1NC(=O)Nc1ccncc1,-1.0,7,111,8,102,-3,-1,-4,8
O=S(=O)(c1ccc(Cl)s1)N1CCC(Cc2ccccc2)CC1,9.0,-16,92,-2,87,2,-9,-6,0
O=C(Oc1ccc([N+](=O)[O-])cc1)c1ccc(Cl)c(S(=O)(=O)N2CCCCC2)c1,nt,nt,95,-4,90,7,0,nt,-2
CC(=O)Nc1ccc(S(=O)(=O)c2ccc([N+](=O)[O-])cc2)cc1,-0.7,12,114,-1,107,-16,-2,-5,12
CC(C)CCNC(=O)c1onc(CSc2ccncc2)c1C(=O)NCCC(C)C,0.1,-1,91,nt,97,nt,-10,-6,4
COc1ccc(-c2csc(NC(=O)CSc3n[nH]c(N)n3)n2)cc1,-5.7,4,113,0,111,2,6,-6,-39
Cc1nn(-c2ccccc2)nc1-c1nnc(-c2ccc(C(F)(F)F)cc2)o1,4.0,3,95,1,94,0,12,-2,-17
Cc1cc(SC(C)C(=O)Nc2c(C)n(C)n(-c3ccccc3)c2=O)nc2ccccc12 (centres undefined),-3.8,12,106,-29,100,0,14,-6,8

# Quoted from the listing.
# Under HCV NS3 hel inh, `Cc1nn(-c2ccccc2)nc1-c1nnc(-c2ccc(C(F)(F)F)cc2)o1` is entered as 0
# Under GalR3 antag, `O=S(=O)(c1ccc(Cl)s1)N1CCC(Cc2ccccc2)CC1` is entered as -6

# The listing picks up with the five entries that preceded the break.
SMILES,CRFBP-R2 agonist,CRFR2-BP antag,MEKK2wt PB1 HTS,FID counter,MEKK3 PB1 HTS,HCV NS3 hel inh,SUMO HTRF inh,GalR3 antag,MEKK2mut PB1 HTS
CC(=O)Nc1ccc(S(=O)(=O)c2ccc([N+](=O)[O-])cc2)cc1,-0.7,12,114,-1,107,-16,-2,-5,12
CC(C)CCNC(=O)c1onc(CSc2ccncc2)c1C(=O)NCCC(C)C,0.1,-1,91,nt,97,nt,-10,-6,4
COc1ccc(-c2csc(NC(=O)CSc3n[nH]c(N)n3)n2)cc1,-5.7,4,113,0,111,2,6,-6,-39
Cc1nn(-c2ccccc2)nc1-c1nnc(-c2ccc(C(F)(F)F)cc2)o1,4.0,3,95,1,94,0,12,-2,-17
Cc1cc(SC(C)C(=O)Nc2c(C)n(C)n(-c3ccccc3)c2=O)nc2ccccc12 (centres undefined),-3.8,12,106,-29,100,0,14,-6,8
O=S(Cc1ccc(Br)cc1)Cc1nnc(SCc2c(F)cccc2Cl)n1-c1ccccc1 (centres undefined),6.6,-13,93,-44,94,-12,-3,0,0
CCc1ccc(N2C(=O)CN(CC(=O)OC)C2=S)cc1,-1.7,11,78,-16,75,23,6,-1,-13
O=c1nc(N2CCOCC2)ccn1-c1nc(-c2ccccc2)oc1-c1ccccc1,-0.8,12,nt,-21,nt,7,10,-12,nt
COc1ccc(Nc2nc3ccccc3nc2NS(=O)(=O)c2cccs2)cc1,-0.8,6,96,-18,98,11,10,-2,-1
S=c1[nH]nc(-c2cc(-c3ccccc3)n[nH]2)n1/N=C/C=C/c1ccccc1,-1.5,5,93,-9,96,9,38,0,-8
O=C(O)c1cc(S(=O)(=O)N2CCCCCC2)c(Cl)cc1Cl,-1.6,5,89,1,85,1,18,-8,-4
c1ccc(CCn2nnnc2C(c2cccnc2)N2CCN(c3nc4ccccc4s3)CC2)cc1 (centres undefined),-2.5,-15,83,-31,83,-26,16,1,-7
CCOc1ccc(S(=O)(=O)n2cnc(C)c2)cc1,-1.4,11,104,-8,104,-7,-1,-10,7
O=[N+]([O-])c1cc2cccnc2c2ncccc12,-2.0,-3,104,0,97,-3,9,-2,1
O=C(OCc1nnc(-c2ccccc2)o1)c1cc(Cl)ccc1[N+](=O)[O-],0.1,0,102,-13,96,11,-5,-6,0
COc1ccc2c(c1)nc(SCC(=O)c1cccs1)n2C,-1.0,-9,105,0,108,-2,-10,-11,5
COC(=O)c1ccc(NC(=S)NC2CCCCC2C)cc1 (centres undefined),5.8,25,103,-8,107,-9,7,-5,2
O=C1CCCC2=C1C(c1cccs1)n1nc(SCc3ccc(C(=O)O)cc3)nc1N2 (centres undefined),-3.8,13,109,-20,104,-4,4,12,9
CCN(CC)C(=O)c1ccc(NS(=O)(=O)c2ccccc2)cc1,-4.0,13,97,-11,92,9,22,-4,0
Cc1cccc(NC(=O)CSc2ccc(-c3cccs3)nn2)c1C,-1.8,1,95,-8,127,-13,-1,4,0
Cc1nn(-c2ccccc2)c(NC(=O)c2ccccc2)c1Br,-5.0,17,96,-8,98,2,-4,1,-4
CC(=O)N1c2ccc(S(=O)(=O)N3CCCCC3)cc2CC1C(=O)Nc1cccc(C)c1 (centres undefined),-0.6,24,97,-41,100,-11,-5,-1,-1
COC(=O)C1=C(C)N(Cc2ccco2)C(=O)C1,1.1,-15,107,-17,106,16,-10,0,12
O=C(C1CCCCN1S(=O)(=O)c1ccc(F)cc1)N1CCN(c2ccccc2F)CC1 (centres undefined),0.2,-1,102,-28,102,-6,4,nt,4
Cc1sc(NC(=O)CSc2nnc(COc3ccccc3)n2C)c(C#N)c1C,0.6,-12,99,19,102,2,6,-7,-1
COc1ccc(NC(=O)C(=O)c2cn(CC(=O)N3CCCC3)c3ccccc23)cc1,-0.5,-2,98,-38,100,-7,19,2,3
Cc1nc(SCc2ccccc2)n[nH]1,-2.3,12,99,-6,96,-1,-3,4,-4
CN(C)CCCN(Cc1cc2cc3c(cc2[nH]c1=O)OCO3)C(=S)NCc1ccco1,-0.9,-14,95,31,101,-4,26,-2,-9
COc1ccc(C(=O)NC(=S)Nc2ccc(S(N)(=O)=O)cc2)cc1,4.9,19,89,-3,98,-23,9,-6,-10
Cn1c(SCC(=O)c2ccccc2)nnc1-c1ccccn1,-1.0,-2,94,-6,92,-5,9,-5,-12
CC(=O)N1CCN(c2ccccc2NC(=O)c2ccc(C#N)cc2F)CC1,-0.5,2,97,-19,92,-3,13,-4,-3
COc1ccc(-c2cc(CNC(=O)CCl)on2)cc1,-1.7,14,103,2,103,-1,0,-1,2
COc1cccc(CN(C(=O)Cn2nnc(-c3ccccc3F)n2)C(C(=O)NC(C)(C)C)c2ccncc2)c1 (centres undefined),0.5,-16,94,-24,104,4,-7,-4,-6
Cc1nc(C(=O)Nc2ccc(Cl)cc2)sc1C1(C)CC(c2cccc([N+](=O)[O-])c2)=NO1 (centres undefined),4.3,2,100,nt,107,nt,nt,-9,2
CCOc1cccc(/C(O)=C2/C(=O)C(=O)N(CCOC)C2c2ccncc2)c1 (centres undefined),-0.6,0,102,0,100,-7,4,4,5
COc1c(C(O)CC(C)C)ccc2c1C(=O)OCc1cc(C)cc(O)c1O2 (centres undefined),-1.0,-14,100,-25,104,10,-14,-7,1
CC1=NN(C(N)=S)C(=O)C1N=Nc1ccc(Br)cc1 (centres undefined),-0.6,4,108,-12,106,41*,-18,-6,-1
CC1(C)OC(=O)N(CC(=O)Nc2ccccc2)C1(C)O (centres undefined),-2.2,8,101,3,103,-3,0,-1,2
COc1cc(CCC(=O)N2CCN(S(=O)(=O)c3ccc(C)c(C)c3)CC2)cc(OC)c1OC,-1.5,-13,107,-54,105,5,4,nt,4
CCOC(=O)c1ccc(NC(=O)C(C)N2C(=O)c3ccccc3C2=O)cc1 (centres undefined),1.4,-4,104,-8,105,0,-1,-1,4
CCOC(=O)N1CCN(CCC(=O)Nc2cc(C)ccc2OC)CC1,-0.6,-5,94,-6,108,1,6,2,4
Cn1c(/C(C#N)=C/c2cccc(O)c2)nc2ccccc21,-0.2,-27,94,-9,96,-3,11,-7,-5
CC(C)[C@@H](NC(=O)C1CCN(C(=O)[C@@H]2CCCN2C(=O)OC(C)(C)C)CC1)C(=O)NCc1ccc(F)cc1,1.4,6,98,-25,98,5,-2,-5,-3
CC1=CC(C)(C)NC(=S)N1c1cc(C)cc(C)c1,-5.7,0,103,-10,100,6,2,-4,6
Cc1cccc(NC(=O)NNC(=O)c2cc3ccccc3cc2O)c1C,4.4,-17,78,-9,76,9,14,2,-21
COc1cc(-c2c(-c3ccc4c(c3)OCO4)noc2C)ccc1F,3.0,23,105,-16,104,1,-8,-7,1
COC(=O)Cn1cnc2c(nnn2-c2cccc(OC)c2)c1=O,1.2,2,98,-5,97,9,20,-8,-2
O=C(Nc1cccc([N+](=O)[O-])c1)c1[nH]ncc1Cl,-2.1,-4,97,-6,99,7,0,-1,-2
COc1ccc(CCC(=O)NCc2cnn(C)c2)cc1,1.4,-3,101,-1,101,-5,18,-4,1
COc1ccc([N+](=O)[O-])cc1/C=N/Nc1nc(N2CCCCC2)nc(N2CCCCC2)n1,-2.1,4,101,0,102,-4,-18,-2,-2
O=C(CSc1nnc(SCc2ccccc2)s1)N/N=C/C=C\c1ccco1,-1.7,-21,100,-19,101,21,71,-1,-2
COC(=O)c1cccc(NC(=O)CCSc2ccc(Cl)cc2)c1C,5.3,1,109,-16,101,-1,27,-2,5
Cn1nc(OC(=O)Nc2ccc(Cl)cc2)cc1C(F)(F)F,nt,nt,106,2,103,3,-1,nt,12
COc1ccc(C(=O)N2N=C(c3cccs3)CC2c2ccccc2O)cc1 (centres undefined),1.3,3,85,-11,95,-6,nt,1,-15
Cc1cc(=O)oc2cc(OCc3cc4c(cc3Cl)OCO4)ccc12,4.8,-2,97,3,97,7,4,-1,-3
CC1CN(C(=O)CN2C(=O)NC3(CCCCCCC3)C2=O)CC(C)O1 (centres undefined),-0.4,-4,102,-5,97,1,4,-4,3
